Screening data from PubChem.
INS promoter inh – inhibitors of insulin promoter-driven GFP, primary screen, imaging, TRM-6 cells (human fetal islet line), eGFP reporter, cell count; reporter expression induced with tamoxifen; AID 1273, 2008; hit rate 0.9% among 130,000; inhibition, % at 2 µM;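 active = inhibition above the mean plus 3 SD, with well images judged a real hit on visual review, cut at about 60% in these data, passing the limit was not always enough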
sdo1 growth – growth rescue of sdo1-depleted yeast, primary screen, S. cerevisiae, bone marrow failure model; S. cerevisiae sdo1-depleted JHY4D growth rescue, OD600 30 h; hits give high values; pdr5 snq2 efflux-pump mutant strain; z-score at 10 µM; hit rate 0.21% among 140,000; AID 817, 2007;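 active = z-score above 3 at both the 24 hr and the 30 hr optical density reads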;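 note: z-score against mean and SD of all compound wells on the same plate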
sdo1 growth Rescue 24 h – also measured in sdo1 growth; calls as there; z-score; S. cerevisiae sdo1-depleted JHY4D growth rescue, OD600; measured here: growth rescue at 24 h;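 0 is the plate mean of compound wells and units are plate SD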
* hit, by the source's call; / = no result given.

Start of the data: the first seven records (preview)
Every second line gives: INS promoter inh | sdo1 growth | sdo1 growth Rescue 24 h
Cc1cccc(CSC2=NCCN2C(=O)c2ccc(S(=O)(=O)N(C)C)cc2)c1
→ -14 | / | /
Cc1ccc(-c2nnn(CC(=O)N(CC3CCCO3)C(C(=O)NC3CCCCC3)c3ccc(F)cc3)n2)o1 (stereo not drawn)
→ -7 | -1.1 | -0.78
CC(=O)Nc1ccc(SCC(=O)Nc2ccccc2Oc2ccccc2)cc1
→ 24 | -0.06 | -0.09
O=C(C1CCN(S(=O)(=O)N2CCC3(CC2)OCCO3)CC1)N1CCOCC1
→ -16 | 1 | 0.18
Cc1ccc(C(=O)COc2ccccc2-c2ccccc2)cc1
→ 43 | -0.19 | -0.44
Fc1ccc(NC(=S)NC2CCN(Cc3ccccc3)CC2)cc1
→ -47 | / | /
CCOc1cc(NS(=O)(=O)c2ccccc2)c(OCC)cc1NC(=O)c1ccco1
→ -129 | 0.25 | 1.2

This part in full, previewed entries included:
Every second line gives: INS promoter inh | sdo1 growth | sdo1 growth Rescue 24 h
Cc1cccc(CSC2=NCCN2C(=O)c2ccc(S(=O)(=O)N(C)C)cc2)c1
→ -14 | / | /
Cc1ccc(-c2nnn(CC(=O)N(CC3CCCO3)C(C(=O)NC3CCCCC3)c3ccc(F)cc3)n2)o1 (stereo not drawn)
→ -7 | -1.1 | -0.78
CC(=O)Nc1ccc(SCC(=O)Nc2ccccc2Oc2ccccc2)cc1
→ 24 | -0.06 | -0.09
O=C(C1CCN(S(=O)(=O)N2CCC3(CC2)OCCO3)CC1)N1CCOCC1
→ -16 | 1 | 0.18
Cc1ccc(C(=O)COc2ccccc2-c2ccccc2)cc1
→ 43 | -0.19 | -0.44
Fc1ccc(NC(=S)NC2CCN(Cc3ccccc3)CC2)cc1
→ -47 | / | /
CCOc1cc(NS(=O)(=O)c2ccccc2)c(OCC)cc1NC(=O)c1ccco1
→ -129 | 0.25 | 1.2
COCCn1c(SCC(=O)N2CC(=O)Nc3ccccc32)nnc1-c1ccoc1C
→ -26 | 2.1 | 2.2
CCn1c(COc2ccc(=O)n(-c3ccccc3)n2)nnc1SCc1cccc(OC)c1
→ 45 | -0.4 | -0.28
N/C(=N\OC(=O)COc1ccc2ccccc2c1)c1ccccn1
→ -27 | -2.2 | -1.9

(more compounds)
Every second line gives: INS promoter inh | sdo1 growth | sdo1 growth Rescue 24 h
CC(C)Cc1nnc(NC(=O)CSc2ncn[nH]2)s1
→ -11 | 0.11 | -0.38
CCCC(=O)C1=C(N(C)c2ccccc2)CC(C)(C)C(C(=O)OC)C1=O (stereo not drawn)
→ -13 | 0.65 | 0.69
CC(=O)N1CCN(CC(=O)c2ccc(Br)cc2)CC1
→ 60 | -0.68 | -1.1
COc1cc(/C=N/n2nnnc2N)ccc1O
→ / | 1.3 | 1.8
Cc1cc(C)n(-c2nc(NCCO)c3c4c(sc3n2)CCCC4)n1
→ -42 | -0.87 | 0.21
CC(=O)Nc1ccc(N(C)S(C)(=O)=O)cc1
→ -34 | 0.33 | -0.48
COc1cccc(NC(=O)NCCc2ccc(Cl)cc2)c1
→ 20 | / | /
C/C(=C\C(=O)c1cccnc1)Nc1ccc(O)cc1
→ / | 0.42 | 0.29
Cc1ccc(-c2nnc3ccc(SC(C)C(=O)O)nn23)cc1 (stereo not drawn)
→ / | -0.99 | -0.53
O=C(c1cc2ccccc2c(=O)o1)N1CCCc2ccccc21
→ / | -0.31 | 0.26

Further compounds:
Every second line gives: INS promoter inh | sdo1 growth | sdo1 growth Rescue 24 h
CCCCNC(=O)C1CCN(Cc2ccccn2)CC1
→ -47 | 1 | 1.3
Cc1ccc(CC2CC(=O)N(C(Cc3ccccc3)C(=O)O)C2=O)cc1 (stereo not drawn)
→ 20 | / | /
Cc1ccc(Nc2nc(N)nc(CN3CCN(Cc4ccc5c(c4)OCO5)CC3)n2)cc1C
→ -300 | / | /
CCOC(=O)CSc1nc2c(sc3ccc([N+](=O)[O-])cc32)c(=O)n1Cc1ccco1
→ 9 | -1.1 | 0.17
O=C1CN(C(=O)CSc2nnc(C3CC3)n2-c2ccccc2)c2ccccc2N1
→ 32 | 0.87 | 0.42
O=C(N/N=C/c1ccc(O)cc1)/C(=C/c1ccc([N+](=O)[O-])cc1)NC(=O)c1ccccc1
→ / | 0.45 | 0.66
CC(C)C(=O)Nc1ccc(S(=O)(=O)Nc2nccc(/C=C/c3ccccc3)n2)cc1
→ / | 1.1 | 0.41
C=CCOc1ccc(CNc2nccs2)cc1
→ -14 | -0.23 | 0.25
Cc1cc(C)c(S(=O)(=O)N2CCCCC2)c(C)c1N(C)S(=O)(=O)c1ccccc1
→ -38 | -0.57 | -0.83
Cc1cc(Br)ccc1NC(=O)C(C)c1ccc([N+](=O)[O-])cc1 (stereo not drawn)
→ -11 | 0.21 | 0.85

New compounds follow.
Every second line gives: INS promoter inh | sdo1 growth | sdo1 growth Rescue 24 h
O=C(O)c1ccc2c(c1)N(Cc1cccc(F)c1)C(=O)CS2
→ / | 1 | 1.7
COc1ccc(NC(=O)C2CC(=O)n3cnnc3S2)cc1 (stereo not drawn)
→ -17 | -1.1 | -1.4
Cc1ccc(O)c(-c2cc(C(=O)Nc3ccc(S(=O)(=O)N4CC(C)OC(C)C4)cc3)[nH]n2)c1 (stereo not drawn)
→ -24 | 0.53 | 1.4
CC(NC(=O)C1CCC1)c1ccc2c(c1)OCO2 (stereo not drawn)
→ -16 | 2 | 0.91
CC1CCN(S(=O)(=O)c2ccc(NC(=O)CN3CCCC(C)C3)cc2)CC1 (stereo not drawn)
→ / | 0.1 | -0.28
FC(F)(F)c1ccccc1Nc1nccs1
→ 7 | 0.3 | -0.52
CCCCCCCCCn1cc(C(C)=O)c(=O)[nH]c1=O
→ / | -0.29 | -0.21
CCCCC(=O)NNC(=S)NC(=O)C(c1ccccc1)c1ccccc1
→ -54 | / | /
N#CC1=C(N)NC(SCc2ccccc2)=C(C#N)C12CCCCC2
→ / | -1.9 | -0.9
Cc1cc(C)c(NC(=O)CS(=O)CC(=O)NCC2CCCO2)c(C)c1 (stereo not drawn)
→ -7 | 0.09 | -0.29

The results go on.
Every second line gives: INS promoter inh | sdo1 growth | sdo1 growth Rescue 24 h
CC1(C)CC(=O)C(C=NCCN2CCN(C3CC(=O)N(c4cccc(Br)c4)C3=O)CC2)=C(O)C1 (stereo not drawn)
→ 21 | / | /
CCN(CC(=O)NC1CCS(=O)(=O)C1)S(=O)(=O)c1ccc(C)c(C)c1 (stereo not drawn)
→ -28 | -0.09 | -0.07
CC(O)CCC(=O)NNC(=S)Nc1ccccc1 (stereo not drawn)
→ 42 | / | /
CCn1c(/C(C#N)=N/O)nc2ccccc21
→ -29 | 0.59 | 0.53
CCc1cccc(C)c1NC(=O)C1CC=CCC1C(=O)O (stereo not drawn)
→ -33 | / | /
CCOc1ccc(Cn2c(=O)oc3ccc(C)cc32)cc1OC
→ / | -0.42 | -1.6
NS(=O)(=O)c1ccc(NC(=S)NC2CCCCCC2)cc1
→ 50 | 0.66 | 0.31
c1nc(NCCN2CCOCC2)c2sc3nc(N4CCOCC4)c4c(c3c2n1)CCC4
→ -58 | 0.49 | -0.26
CCOC(=O)c1c(C)[nH]c(C)c1C(=O)COC(=O)/C=C/c1ccc(OC(F)F)cc1
→ / | -0.47 | -0.45
O=C(CN(Cc1ccccc1F)S(=O)(=O)c1ccc(Cl)cc1)NCCCO
→ / | -0.2 | -0.28

(listing goes on)
Every second line gives: INS promoter inh | sdo1 growth | sdo1 growth Rescue 24 h
O=C(O)CCCCCNC(=O)c1ccncc1
→ -83 | 0.22 | -0.25
O=C(C1CCCN(Cc2ccncc2)C1)N1CCc2ccccc2C1 (stereo not drawn)
→ / | 0.2 | -0.02
NC(CC(=O)O)c1cccc(OCc2ccccc2)c1 (stereo not drawn)
→ / | 1.5 | 1.5
CCOC(=O)c1cnc(-c2ccccc2)nc1N(C)C
→ -86 | -0.37 | -0.86
Cc1ccc(C(=O)C(C)OC(=O)c2ccccc2[N+](=O)[O-])cc1 (stereo not drawn)
→ -6 | -0.81 | 0.11
COc1ccc(/C=C/C(=O)c2ccc(C)c([N+](=O)[O-])c2)cc1O
→ / | -1.3 | -0.86
Cc1ccc(C(=O)CSc2nc(-c3ccccc3)ccc2C#N)cc1
→ -130 | 0.67 | 1.2
CN(C)c1ccc(C(=O)OCC(=O)N2CCCCCC2)cc1
→ -14 | / | /
CCc1ccc2[nH]c(=O)c(CN(CCCO)C(=O)NCc3ccccc3)cc2c1
→ -14 | 0.3 | -0.66
O=C(O)C1C(C(=O)Nc2ccc(Cl)cc2)C2C=CC1C21CC1 (stereo not drawn)
→ -4 | -0.25 | -0.83

(listing goes on)
Every second line gives: INS promoter inh | sdo1 growth | sdo1 growth Rescue 24 h
COc1cc(C(O)c2nc3ccccc3n2C)cc(OC)c1OC (stereo not drawn)
→ -46 | 0.68 | 0.73
Cc1cccc(NC(=O)Cn2c([N+](=O)[O-])cnc2C)c1C
→ 39 | 0.28 | -0.01
O=S(=O)(c1ccc(NC(=S)N2CCN(c3ccc(O)cc3)CC2)cc1)N1CCOCC1
→ -13 | / | /
COc1ccc(CN/C(C)=C(/C#N)C(N)=O)cc1OC
→ -25 | 1.1 | 0.49
Cc1ccc(NC(=O)COC(=O)CN2C(=O)NC3(CCCC3)C2=O)cc1S(=O)(=O)N(C)C
→ 21 | / | /
COc1cc(C(=O)N2C(=O)c3cccc(N)c3C2=O)cc(OC)c1OC
→ 44 | / | /
CCOc1cc2[nH]c(=S)n(CCCN3CCOCC3)c(=O)c2cc1OCC
→ 22 | 0.7 | 0.11
O=S(=O)(NCc1ccco1)c1ccc(S(=O)(=O)N2CCCC2)cc1
→ -73 | / | /
CCOc1ccccc1C1CC(=O)NC2=C1C(=O)CCC2 (stereo not drawn)
→ / | -0.18 | -1.1
Cc1cccc(OCCOCCN2CCOCC2)c1C
→ 36 | 0.49 | 0.02

Next entries follow:
Every second line gives: INS promoter inh | sdo1 growth | sdo1 growth Rescue 24 h
Cc1ccc(OC2=NS(=O)(=O)c3ccccc32)cc1
→ 46 | 0.87 | 1
CCOC(=O)CSc1ccc2nnc(-c3ccncc3)n2n1
→ / | 0.96 | 0.27
Clc1ccc(-c2csc3ncnc(Cl)c23)cc1
→ 27 | -1.4 | -0.68
CC(=O)N1CCN(c2nc3cc4c(cc3nc2NS(=O)(=O)c2ccccc2)OCCO4)CC1
→ / | -0.3 | -1.3
O=C(CSc1ncn[nH]1)NN(c1ccccc1)c1ccccc1
→ 16 | -0.6 | -0.41
C/C(=C\C(=O)c1ccc(Cl)cc1)Nc1ccc(Br)cc1
→ -22 | / | /
COCCNC(=S)N/N=C1\CC(C)CC(C)(C)C1 (stereo not drawn)
→ 25 | / | /
Cn1nc(C(=O)NCc2ccco2)c2ccccc2c1=O
→ 62* | 1.3 | 1.2
Cc1ccc2c(c1)c(CC(=O)Nc1ccc(C)c(F)c1)c(C(=O)O)n2C
→ 0 | -0.58 | -0.69
COc1cccc(C(=O)Cn2c(Br)nc3c2c(=O)n(C)c(=O)n3C)c1
→ -68 | -0.12 | 0.05

Following part.
Every second line gives: INS promoter inh | sdo1 growth | sdo1 growth Rescue 24 h
O=C(c1ccco1)N1CCc2ccccc21
→ -12 | / | /
O=C(NN1C(=O)C2C3c4ccccc4C(c4ccccc43)C2C1=O)c1ccc(Cl)cc1 (stereo not drawn)
→ 11 | -0.11 | 0.08
O=C(Nc1c2c(nc3ccccc13)CCCC2)c1ccccc1F
→ 64* | 0.04 | -1.1
CCOC(=O)N1CCN(Cc2nc3c(c(=O)n(C)c(=O)n3C)n2Cc2cccc(C)c2)CC1
→ / | -0.69 | -0.32
COc1ccc(C(=O)COC(=O)c2cccnc2SC)cc1
→ 11 | / | /
CCCCN(C(=O)CNC(=O)c1ccco1)C(C(=O)NC1CCCCC1)c1ccc(OC)cc1OC (stereo not drawn)
→ / | -0.57 | -0.25
COc1cccc(/C=N/N2CCN(c3ccccc3OC)CC2)c1
→ -63 | 0 | -0.07
C=CCOc1nc(N(C)C)nc(N(C)C)n1
→ 46 | 0.21 | -0.97
CN(C1CCCCC1)S(=O)(=O)c1ccc(-n2cnnn2)cc1
→ -15 | 0.2 | 0.54
COCc1cc(/C=N\NC(=O)Cc2ccc(Cl)cc2)ccc1OC
→ -52 | -0.03 | -0.05

Continued.
Every second line gives: INS promoter inh | sdo1 growth | sdo1 growth Rescue 24 h
COc1ccc(-c2cc3n(n2)CCc2nc4ccccc4n2-3)cc1
→ -21 | -0.5 | 1.2
CC(=O)N(Cc1ccc(F)cc1)C1=C(NCc2ccccc2)C(=O)c2ccccc2C1=O
→ 50 | -1.2 | 0.23
O=C(CN1CCCC1)Nc1ccc(Oc2ccc(NC(=O)CN3CCCC3)cc2)cc1
→ -7 | 2.4 | 2.8
COc1ccc(NC(=O)c2csc3c2CCCC3)cc1
→ -36 | -1.3 | -0.61
O=C(N1CCCCC1)N1CCN(S(=O)(=O)c2ccc(Cl)cc2)CC1
→ -62 | / | /
C/C(CC(=O)Nc1cccc2c1CCCC2)=N\NC(=O)c1cccc2ccccc12
→ 28 | 0.43 | -0.01
O=C1c2ccccc2C(=O)N1Cc1cc(-c2ccccc2Cl)no1
→ 6 | -0.43 | 0.14
Cc1ccc(C)c(N2CCN(C(=O)c3csc4ccccc34)CC2)c1
→ / | -1.1 | -1.3
COC(=O)c1sc(NC(=O)C2c3ccccc3Oc3ccccc32)c(C(=O)OC)c1C
→ / | 0.05 | -0.32
Cc1ccc(SCCNC(=O)/C=C/c2ccc(Cl)cc2)cc1
→ 47 | -1.4 | -1.1
O=S(=O)(/C=C/c1ccccc1)NC1CCCCCC1
→ 39 | / | /
CCOC(=O)C1CCN(C(=O)c2ccccc2NS(=O)(=O)c2ccc(F)cc2)CC1
→ 47 | -0.03 | -0.36
COc1cc(-c2nc3ccc4ccccc4c3c3c2CCC3)cc(OC)c1O
→ 12 | -2.1 | -1.2
